Assay outcomes: PubChem BioAssay, several laboratories
NOD2-RIPK2 inh: NOD2-RIPK2 binding disruptors in cells, primary screen, fluorescence, CHO cells, BLA complementation; CCF4 ratio; inhibition, % at 4.98 µM; hit rate 0.38% among 360,000; in the data active = inhibition above about 21%;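 also: 0% = vehicle only and 100% = reference blocker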
aDG glyco up: activators of alpha-DG glycosylation, primary screen, uHTS, Pro5-aDG cells, AlphaScreen; hit rate 0.22% among 360,000; activation, % at 10 µM; alpha-DG glycosylation AlphaScreen (IIH6); 0% Pro5, 100% B10-LARGE cell signal;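 active = activation of at least 8% versus controls, or a plate z-score of at least 8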;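 also: Pro5 are CHO cells carrying HIG-tagged alpha-DG that lacks glycosylation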
MC4R ag barr: MC4R agonists recruiting beta-arrestin, primary screen, cell-based, luminescence, agonist arm of biased-ligand search | Melanocortin receptor 4 (Homo sapiens), P32245 | U2OS MC4R beta-arrestin complementation; percent of melanotan II response, DMSO zero | hit rate 0.98% among 360,000 | activation, % at 8.9 µM;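 active = activation above a per-plate cutoff, the mean activation of sample wells on that plate plus 3 SD, cut at about 8% in these data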
ABCB6 inh MLPCN: ABCB6 transporter inhibitors, primary screen, K562-ABCB6 cells, flow cytometry, MLPCN library | AID 602162, 2011 | fluorescence ratio to DMSO, % at 10 µM | K562-ABCB6 porphyrin accumulation, 1 h; stronger effect = lower value | ATP-binding cassette sub-family B member 6 (Homo sapiens), Q9NP58 | hit rate 0.19% among 360,000;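 active = fluorescence ratio to DMSO below 75%, the collection mean minus 3 SD; inconclusive = too few cells collected in the well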;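 also: signal is porphyrin accumulated inside mitochondria; 100% equals median channel fluorescence of DMSO control wells; lower ratio means ABCB6 inhibition with less porphyrin fluorescence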
Vif inh: HIV Vif self-association inhibitors, primary screen, imaging, HEK293T, single point; inhibition, % at 7.49 µM; hit rate 0.35% among 340,000; HEK293T cells, Vif self-association by quenched fluorescence, 24 h; in the data active = inhibition above about 50%, passing the limit was not always enough; inconclusive = no clear call, values can overlap the other calls; inactive = below about 31%; also: some results filed as inactive read as strong as hits
TLR9-MyD88 inh: inhibitors of TLR9-MyD88 association in cells, primary screen, cell-based, CHO, BLA complementation, fluorescence. Toll-like receptor 9 (Homo sapiens) + Myeloid differentiation primary response protein …. CCF4 FRET ratio. inhibition, % at 4.98 µM. hit rate 0.21% among 340,000. AID 504734, 2011;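 active = inhibition above the mean over all tested compounds plus 3 SD, cut at about 21% in these data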;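 also: 0% = DMSO only wells and 100% = clavulanate BLA inhibitor control wells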
N-glyco inh: increase of ERlucT glycosylation luciferase signal, primary screen, N-linked glycosylation inhibitor project, D54 ERlucT cells, luminescence, set 2. AID 588692, 2011. D54 ERlucT glycosylation luciferase reporter, 24 h; percent of 100 nM tunicamycin response. reporter increase, % at 12.5 µM. hit rate 0.23% among 360,000;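 active = mean luciferase reporter signal, scaled so untreated is 0 and the glycosylation-blocking control 100, at or above a set limit in every replicate; inconclusive = mean reaches the limit but not every replicate does; inactive = mean below the limit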;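 also: luciferase carries N-glycosylation sites so blocking glycosylation raises the light; 0% = median of neutral control wells and 100% = median of 100 nM tunicamycin wells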
Exocytosis inh: LAMP-1 surface exposure blockers, TALL-104 cells – cell-based, flow cytometry, MLPCN library, primary screen; TALL-104 LAMP-1 surface exposure; cells stimulated with thapsigargin and PMA; hit rate 0.66% among 360,000; AID 651702, 2012; inhibition, % at 10 µM;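 active = inhibition above about 55%, limit read from the data; inconclusive = no clear call, values can overlap the other calls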
MC4R antag cAMP: MC4R antagonists of cAMP signaling, primary screen, cell-based, TR-FRET, antagonist arm of biased-ligand search | hit rate 0.48% among 360,000 | MC4R-expressing cells, MTII-stimulated cAMP, LANCE TR-FRET | inhibition, % at 6.5 µM | Melanocortin receptor 4 (Homo sapiens), P32245;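 active = inhibition above its plate's cutoff, the mean of tested wells on that plate plus 3 SD, cut at about 29% in these data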;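 also: 0% = Melanotan II alone and 100% = Melanotan II plus saturating MCL0020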
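material = U2OS cells stably expressing human melanocortin 4 receptor (MC4R) | also added = Melanotan II challenge | dosing = single nominal compound dose of 6.5 µM | detection = TR-FRET with Eu-cAMP and labeled anti-cAMP, 671 nm | replication = singlicate | timing = compound 30 min, challenge 1 h, detection 1 h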
ABHD5-PLIN5 inh: ABHD5-PLIN5 interaction inhibitors, primary screen, cell lysate, split luciferase complementation, luminescence; Perilipin-5 (Homo sapiens) + 1-acylglycerol-3-phosphate O-acyltransferase ABHD5 (Homo …; hit rate 0.78% among 360,000; Split G. princeps luciferase complementation, 4 h; inhibition, % at 4 µM;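 active = inhibition above the mean inhibition across every tested compound plus 3 SD, cut at about 22% in these data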;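 also: 0% = DMSO only wells and the 100% control is not disclosed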
An asterisk follows results filed as active; ? = inconclusive; · = not tested or not shown. Some of the compounds tested; rates above refer to the full screens.

SMILES | NOD2-RIPK2 inh | aDG glyco up | MC4R ag barr | ABCB6 inh MLPCN | Vif inh | TLR9-MyD88 inh | N-glyco inh | Exocytosis inh | MC4R antag cAMP | ABHD5-PLIN5 inh
Nn1c(SCC(=O)Nc2ccc3c(c2)OCO3)nnc1-c1ccncc1 | 6 | -0.1 | 0.4 | 103 | 14 | -11 | 3 | -3 | 20 | -1
C[C@H](CO)N1C[C@H](C)[C@H](CN(C)S(=O)(=O)c2ccc(-n3cccn3)cc2)OCc2cnnn2CCCC1=O | 2 | -0.1 | 1.4 | 101 | -1 | -12 | 0 | 4 | 11 | 11
Cc1ccc(S(=O)(=O)N2CCC(=O)N(C(COCc3cccc(C(F)(F)F)c3)C(C)C)CC2)cc1 (stereo not given) | 5 | 0.1 | -0.5 | 97 | 1 | -9 | -6 | 5 | 5 | 8
COc1ccc(/C=C2\CCCC3C2=NN(C(=O)c2scnc2C)C3c2ccc(OC)c(OC)c2)cc1OC (stereo not given) | -8 | 0.1 | -0.5 | 99 | 14 | -5 | -4 | 2 | 27 | 9
Cc1cccc(NC(=S)NCc2cccs2)c1C | 9 | -0.1 | -0.3 | 93 | ? | 5 | -2 | -2 | 1 | 7
CC(Oc1ccccc1)C(=O)OCC(=O)NC(=O)NCc1ccco1 (stereo not given) | -10 | -0.1 | 0.1 | 105 | 13 | -4 | -1 | -10 | 1 | 5
CNc1cccc(-c2cc(OC)c(OC)c(OC)c2)n1 | -3 | -0.2 | 0.3 | 104 | -10 | · | 7 | 6 | -10 | 2
COc1ccc(-c2cn[nH]c2-c2ccc(O)cc2O)cc1OC | 6 | 0.2 | -0.1 | 94 | 11 | 4 | -1 | -5 | -1 | 5
O=C(Nc1cccc2nsnc12)C1CC(=O)N(c2ccccc2)C1 (stereo not given) | -3 | -0.1 | -1.4 | 101 | -5 | -7 | 2 | 1 | -1 | -7
CCN(CC)CCSc1nnc2c3cc(C)ccc3n(Cc3ccccc3)c2n1 | 1 | 0.0 | 3.1 | 95 | -6 | · | -6 | 64* | 5 | 5
Cc1cc(C)nc(N(C#N)Cc2ccc([N+](=O)[O-])cc2)n1 | -10 | 0.1 | -0.1 | 97 | -1 | 3 | 0 | 2 | -6 | -8
Cc1cc(C)c2c(=N)c3ccccc3n(CCCCCCCCn3c4ccccc4c(=N)c4c(C)cc(C)nc43)c2n1 | 3 | -0.5 | -3.1 | 93 | -3 | -12 | 0 | 22 | -8 | 10
Cc1ccc(CN2C(=O)CSCC2(C)C(=O)NCc2ccccc2)cc1 (stereo not given) | 12 | 0.0 | · | · | · | · | · | 1 | · | -8
CC(C)CC(C(=O)NC(C)(C)C)N(Cc1ccccc1Cl)C(=O)c1snc(C(N)=O)c1N (stereo not given) | -5 | 0.1 | 7.1 | 94 | -4 | -3 | -4 | 4 | -4 | -7
CC(=O)N(CCCN(C)C)Cc1ccccn1 | -5 | 0.0 | 1.3 | 98 | 3 | -2 | 3 | -2 | 3 | 7
Nc1nccnc1C(=O)OCC(=O)c1ccc[nH]1 | -4 | -0.1 | -3.4 | 101 | -6 | 8 | 2 | -11 | 10 | 2
COC(=O)c1ccccc1NC(=O)NCc1ccc2c(c1)OCO2 | 4 | -0.1 | -0.6 | 101 | 0 | 0 | -1 | -1 | 3 | 4
CCCn1cnnc1CNC(=O)[C@H]1O[C@@H](n2cnc3c(N)ncnc32)[C@H](O)[C@@H]1O | -10 | 0.0 | · | 97 | 1 | · | 0 | -7 | · | 3
CCOC(=O)CC[C@H](NC(=O)Cn1cc(C)c(=O)[nH]c1=O)C(=O)OCC | 1 | 1.1 | 0.6 | 100 | -4 | -12 | 1 | 1 | 8 | -7
Cc1ccc(S(=O)(=O)c2nc(S(C)(=O)=O)sc2N2CCC(C)CC2)cc1 | -2 | -0.3 | -3.8 | 101 | 16 | -14 | -5 | 2 | 5 | 0
O=C1NC[C@H](CCCCN2C[C@H](Cc3ccccc3)N(Cc3ccccc3)C(=O)C2=O)N(CCC2CCCCC2)C1=O | -1 | -0.1 | · | 112 | · | · | · | -4 | · | 0
N#C/C(=C\c1cccnc1)C(=O)Nc1ccc(S(N)(=O)=O)cc1 | -2 | -0.1 | -2.7 | 92 | 8 | 0 | 2 | 0 | -5 | 1
CC(=O)N1c2ccc(S(=O)(=O)CCC(=O)O)cc2CC1C (stereo not given) | -8 | 0.3 | -0.1 | 100 | 9 | -15 | 3 | -3 | 2 | -1
Cc1ccc(-c2[nH]nc3c2C(c2ccoc2)C(C#N)=C(N)O3)cc1C (stereo not given) | 9 | -0.3 | 1.5 | 94 | 3 | -5 | 4 | 9 | 13 | -57
O=C(NN1C(=O)c2ccc3c4c(ccc(c24)C1=O)CC3)c1ccc(Br)cc1 | -7 | -0.1 | 2.5 | 101 | · | -2 | 1 | 0 | 7 | 5
O=C(NCCCn1ccnc1)C(=O)NCc1ccccc1 | -6 | -0.2 | 0.0 | 97 | 4 | 4 | 5 | -2 | 5 | -1
O=C(COc1ccc2c(-c3ccccc3)cc(=O)oc2c1)NCCCN1CCOCC1 | -6 | -0.4 | -3.0 | 101 | -4 | 10 | 3 | 2 | 3 | 1
O=C(c1cn(-c2ccccc2)nc1-c1cccc([N+](=O)[O-])c1)N1CCCCC1 | 5 | -0.3 | -1.9 | 89 | -2 | -6 | 0 | -5 | 8 | 3
C[C@@H]1Cn2cnc(C(=O)N[C@@H](Cc3c[nH]c4ccccc34)C(=O)OC(C)(C)C)c2C(=O)N1 | 3 | -0.2 | 0.8 | 98 | -2 | 0 | 1 | -9 | 2 | -7
c1ccc2n[nH]nc2c1 | -6 | 0.1 | -0.3 | 95 | 1 | 5 | 1 | -4 | 8 | -5

Five neighbouring compounds out of the list so far, quoted:
SMILES | NOD2-RIPK2 inh | aDG glyco up | MC4R ag barr | ABCB6 inh MLPCN | Vif inh | TLR9-MyD88 inh | N-glyco inh | Exocytosis inh | MC4R antag cAMP | ABHD5-PLIN5 inh
O=C(NCCCn1ccnc1)C(=O)NCc1ccccc1 | -6 | -0.2 | 0.0 | 97 | 4 | 4 | 5 | -2 | 5 | -1
O=C(COc1ccc2c(-c3ccccc3)cc(=O)oc2c1)NCCCN1CCOCC1 | -6 | -0.4 | -3.0 | 101 | -4 | 10 | 3 | 2 | 3 | 1
O=C(c1cn(-c2ccccc2)nc1-c1cccc([N+](=O)[O-])c1)N1CCCCC1 | 5 | -0.3 | -1.9 | 89 | -2 | -6 | 0 | -5 | 8 | 3
C[C@@H]1Cn2cnc(C(=O)N[C@@H](Cc3c[nH]c4ccccc34)C(=O)OC(C)(C)C)c2C(=O)N1 | 3 | -0.2 | 0.8 | 98 | -2 | 0 | 1 | -9 | 2 | -7
c1ccc2n[nH]nc2c1 | -6 | 0.1 | -0.3 | 95 | 1 | 5 | 1 | -4 | 8 | -5

The list continues:
SMILES | NOD2-RIPK2 inh | aDG glyco up | MC4R ag barr | ABCB6 inh MLPCN | Vif inh | TLR9-MyD88 inh | N-glyco inh | Exocytosis inh | MC4R antag cAMP | ABHD5-PLIN5 inh
O=C1CC(c2cccc(Cl)c2)c2cc3c(cc2N1)CCC3 (stereo not given) | -5 | 0.3 | 0.2 | 99 | 4 | -12 | 5 | 0 | -9 | -13
O=C(NCCN1C(=O)S/C(=C\c2ccccc2F)C1=O)C1CC(=O)N(Cc2ccccc2)C1 (stereo not given) | -1 | 0.1 | -1.8 | 95 | 2 | 2 | -1 | -3 | -3 | -2
Nc1c(Br)cc(Br)c2c1C(=O)c1c(cccc1S(=O)(=O)O)C2=O | -5 | -0.2 | -4.0 | 98 | 7 | 2 | 0 | -12 | -5 | 3
Cc1ccc2c(=O)[nH]c(Nc3nc(C)cc(-c4ccccc4)n3)nc2c1 | 1 | -0.1 | -1.2 | 89 | -3 | -4 | 9 | 1 | -3 | -1
CC(C)N1C(=O)S/C(=C\c2ccc(-c3ccc(Cl)c(C(=O)O)c3)o2)C1=O | 7 | 0.1 | 0.2 | 105 | 1 | -10 | -4 | -7 | -1 | 7
COC(=O)C1CCN(C(=O)/C(C)=C\c2ccccc2)CC1 | -4 | -0.1 | 0.8 | 99 | 0 | -5 | 2 | 2 | 20 | -1
CCOC(=O)c1c(NC(=O)/C=C/c2ccc3c(c2)OCO3)sc(C)c1CC | -3 | 0.1 | -1.5 | 100 | 6 | 11 | 2 | -2 | 8 | -7
C=CCN(c1nc(C)c(Br)c(OC)n1)S(=O)(=O)c1ccc(C)cc1 | -9 | -0.1 | 1.3 | 97 | -2 | -7 | -4 | 10 | 0 | -2
COC(=O)C(C)Sc1nc2c(cnn2-c2ccc(Cl)cc2)c(=O)[nH]1 (stereo not given) | -13 | 0.1 | 0.5 | 101 | 13 | 0 | 6 | -4 | 15 | 0
O=C(NO)c1ccc(OC(F)F)cc1 | 8 | -0.5 | -0.5 | 96 | 1 | 7 | 36* | 1 | 15 | -2
COc1ccc(C(=O)OCC(=O)NC(C)CCc2ccccc2)cc1OC (stereo not given) | 2 | 0.1 | 0.6 | 96 | -4 | -5 | -1 | -2 | 31* | 4
O=C1c2ccccc2NC(c2cccc(O)c2)N1c1ccccc1 (stereo not given) | -14 | -0.1 | -3.0 | 88 | -5 | -2 | 3 | -16 | 3 | -8
O=C(NCCCn1ccnc1)c1cccc(Cl)c1 | 0 | 0.1 | 0.1 | 96 | 14 | 4 | 0 | 29 | 7 | 4
